High-throughput results deposited in PubChem BioAssay by several laboratories.
ER stress rescue = rescue of cells from ER stress-induced death, primary screen, 384-well, CSM14.1, thapsigargin, ATP luminescence (AID 1222); CSM14.1 thapsigargin-induced death rescue, ATP luminescence; higher % means a stronger effect; one-dose cellular ATP content (survival), % at 20 µM; EC50 in µM for titrated hits; 190,000 tested, under 10 active;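 active = EC50 below 50 µM in the dose-response confirmation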;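 note: death triggered by thapsigargin at about 15 µM added after 2 h compound pretreatment; cell ATP read after overnight thapsigargin exposure of roughly 18 to 22 hours; normalized against plate controls of thapsigargin alone and 5% DMSO vehicle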
M1AAP inhibition = malaria alanyl aminopeptidase activity blockers – biochemical, fluorogenic H-Leu-NHMec substrate, 1536-well (AID 1445); recombinant M1AAP, H-Leu-NHMec fluorogenic kinetic assay; higher % means a stronger effect; one-dose inhibition, % at 30 µM; IC50 in µM for titrated hits; 0.42% of 220,000 active;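 active = primary inhibition above the hit cutoff, then over 50% inhibition at one or more dose response concentrations, cut at about 23% in these data, passing the limit was not always enough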;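 note: plate controls were DMSO full reaction for no effect and no enzyme background for full effect; strong numbers were not always called active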
Hep lipid drop = hepatic lipid droplet formation modulation; 0.4% of 240,000 active; AID 1656; inhibition, % at 6.5 µM; AML12 mouse hepatocytes, oleate lipid droplets, BODIPY imaging;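 active = lipid droplet intensity inhibited by at least 50%, with more than 500 cells counted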
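Material: mouse AML12 hepatocyte cell line, fixed after treatment; Timing: compound with oleate, overnight; Technique: high-content imaging of BODIPY-stained droplets and DAPI nuclei; Probe or stimulus: oleate, 100 µM final; Dosing: compound at 6.5 µM only.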
NOD2 inhibition = NOD2 signaling inhibitors, cell-based, luminescence, uHTS, HEK293 (AID 1566); inhibition, % at 4 µM, or EC50 in µM where a hit was titrated; 0.63% of 290,000 active; HEK293 NOD2/NF-kB luciferase reporter, luminescence; higher % means a stronger effect; note: many of its hits are not listed in these tables
LYP inhibition = PTPN22 lymphoid phosphatase activity blockers – biochemical, fluorescence intensity, uHTS (AID 1779); one-dose inhibition, % at 11.5 µM; IC50 in µM for titrated hits; 0.054% of 290,000 active; recombinant LYP phosphatase, fluorescence intensity; higher % means a stronger effect;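 note: plate controls were vehicle with enzyme for no effect and no enzyme for full effect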
AID2073 = inhibitors of Mint1-CaV2.2 protein interaction, biochemical, HTRF (AID 2073); HTRF protein-protein interaction, Mint1-CaV2.2; higher % means a stronger effect; inhibition, % at 20 µM; hits with a dose series show IC50 in µM; 0.19% of 290,000 active; in the data active = inhibition mostly above about 51%, no sharp cut-off; note: some results filed as inactive read as strong as hits
M17LAP inhibition = P. falciparum M17LAP inhibitors, primary screen, biochemical, fluorogenic H-Leu-NHMec substrate, 1536-well (AID 1619); 0.38% of 220,000 active; inhibition, % at 30 µM; hits with a dose series show IC50 in µM; recombinant M17LAP, H-Leu-NHMec fluorogenic kinetic assay; higher % means a stronger effect;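 active = compound inhibiting the enzyme by more than half at any dose during confirmatory dose-response retesting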;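 note: plate controls were full reaction with DMSO carrier for no effect and no enzyme background for full effect; strong numbers were not always called active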
Siah-1 displacement = blockers of Siah-1 interaction with plectin peptide – biochemical, fluorescence polarization, rhodamine-plectin, uHTS, primary screen (AID 1817); Siah-1 / rhodamine-plectin peptide fluorescence polarization; higher % means a stronger effect; displacement, % at 20 µM; hits with a dose series show IC50 in µM; 0.02% of 290,000 active;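 active = displacement of at least 50% at 20 µM, with a fluorescence ratio check between 0.3 and a set limit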;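 note: plate controls were Siah plus tracer with DMSO for no effect and tracer alone without Siah for full effect; strong numbers were not always called active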
XIAP displacement = XIAP antagonists, biochemical, IAP family, fluorescence polarization (AID 1018); XIAP BIR domain, fluorescence polarization peptide displacement; higher % means a stronger effect; one-dose displacement, % at 20 µM; IC50 in µM for titrated hits; 0.007% of 200,000 active; in the data active = displacement above about 50%; note: a part of the inactive calls stands beside numbers as strong as those of hits
Hep lipid drop cells 6.5 µM = second read-out of Hep lipid drop, no call of its own (marks repeat the call); cell count; measured here: cell count, cytotoxicity flag;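 cells counted across two imaged fields per well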
Active calls of the source: *; / = not tested or not shown. Cut-off read from the data, not from the text of the source, unless noted: active = inhibition above about 50%; inactive = the rest. Not all compounds are listed; count on the stated rates, not on these rows.

Values run as follows: ER stress rescue	M1AAP inhibition	Hep lipid drop	Hep lipid drop cells 6.5 µM	NOD2 inhibition	LYP inhibition	AID2073	M17LAP inhibition	Siah-1 displacement	XIAP displacement
1. O=c1oc2ccccc2c(Nc2ccc3ccccc3c2)c1[N+](=O)[O-]
  -0.9%	5%	/	/	-30%	-4%	8%	-138%	-6%	-4.2%
2. COc1ccc(N2C(=O)CC(Cc3ccccc3)C2=O)cc1 (stereo not drawn)
  0.5%	0%	2	800	3%	0%	3%	-7%	2%	-9.1%
3. CC1(C)Cc2cccc(OCC(=O)O)c2O1
  2.5%	1%	15	753	6%	-3%	6%	-18%	4%	-0.7%
4. CCOc1ccccc1NC(=O)C1CCN(C(=O)NCc2ccccc2)CC1
  -2.1%	16%	130*	769*	7%	0%	-4%	18%	-1%	-0.8%
5. O=C(O)c1ccc(N/N=C/C2=Cc3ccccc3OC2)cc1
  /	11%	8	663	-90%	-5%	-9%	5%	-7%	/
6. CCOCCCNC(=O)C(NC(=O)c1cnccn1)c1ccc(OC)cc1 (stereo not drawn)
  -2.2%	3%	/	/	0%	2%	4%	2%	1%	-2.9%
7. COc1cccc(C(=O)Nc2sc3c(c2C(=O)O)CCCC3)c1
  /	/	-5	835	/	-4%	26%	/	-1%	/
8. CN1C(=O)N(C)c2cccc3cccc1c23
  /	/	-2	852	6%	-5%	8%	/	10%	/
9. COc1ccc(NC(=S)Nc2ccc(OC)cc2OC)c(OC)c1
  -0.5%	5%	4	634	-8%	2%	-18%	5%	1%	-6.7%
10. CSc1nc2ncc3c(n2n1)CC(C)(C)CC3=O
  0.0%	-7%	-43	732	4%	-8%	6%	-2%	0%	-0.9%
11. CCc1nc(SCc2ccc(Br)cc2)n[nH]1
  /	/	18	869	-21%	-4%	7%	/	2%	/
12. Cc1cc(NS(=O)(=O)c2ccc(Nc3nc(-c4ccc(O)cc4)cs3)cc2)no1
  -3.8%	13%	8	638	13%	-9%	-3%	40%	-5%	-5.4%
13. Cc1nn(-c2ccccc2)c(C)c1C(=O)NCCc1ccccc1
  /	/	-28	786	-15%	-5%	-9%	/	8%	/
14. O=c1c(/C=N/O)coc2ccc3ccccc3c12
  0.0%	4%	/	/	-2%	-7%	2%	17%	1%	-0.8%
15. Cc1c(N=C/C=C/c2ccccc2)c(=O)n(-c2ccccc2)n1C
  0.9%	8%	/	/	-8%	-4%	9%	21%	-1%	1.0%
16. COC(=O)c1cc(NC(=O)c2cccc(Cl)c2)c(=O)oc1/C=C/Nc1cc(C)cc(C)c1
  -0.9%	1%	10	641	29%	6%	22%	0%	10%	-17%
17. NS(=O)(=O)c1ccc(CCNS(=O)(=O)c2ccc(Cl)nc2)cc1
  /	1%	-5	674	6%	-5%	-6%	2%	2%	/
18. COc1ccc(/C=C2/SC(=O)N(CC(=O)Nc3cc(C)on3)C2=O)cc1OC
  3.0%	1%	-22	709	17%	-2%	-11%	2%	9%	-10%
19. Cc1nc(SCC(=O)Nc2ccccc2C(F)(F)F)c(C#N)c(C)c1CC(=O)c1ccc(Br)cc1
  0.3%	1%	-2	793	-4%	11%	19%	1%	3%	-10%
20. CCNc1nc(Oc2ccc(=O)n(-c3ccccc3)n2)nc(N(C)C)n1
  -2.1%	-3%	/	/	10%	-6%	4%	1%	1%	-6.6%
21. C=C(C)CN(CC)C(=O)CCc1nnc(CCCc2ccccc2)o1
  -0.2%	-2%	-8	721	-72%	-7%	-12%	0%	-2%	-3.6%
22. COc1ccc(Cl)cc1NC(=O)CCN1C(=O)C2CC=CCC2C1=O (stereo not drawn)
  /	/	23	823	-4%	-7%	-5%	/	10%	/
23. COc1ccc(NC(=O)C2CCCN(c3cnccn3)C2)c(OC)c1 (stereo not drawn)
  /	/	11	778	-6%	-10%	3%	/	-3%	/
24. CCc1ccccc1NC(=O)N1C2CCCC1CC(NC(C)=O)C2 (stereo not drawn)
  3.5%	0%	/	/	7%	-10%	-1%	-11%	1%	0.4%
25. Fc1ccc(CSc2ccc3nnc(-c4cccs4)n3n2)cc1
  4.6%	9%	29	662	5%	-4%	-3%	-3%	-4%	-4.9%
26. Cc1c(C(=O)OC2CCCCC2)[nH]c2c1C(=O)CC(C)(C)C2
  3.7%	-2%	0	789	-16%	-4%	-4%	-3%	-1%	-1.6%
27. CCOc1cc(CNn2nnnc2N)ccc1OCC(=O)NC(C)(C)C
  -2.3%	7%	-8	738	4%	0%	22%	5%	-4%	-10%
28. CC1CN(c2ccc(NC(=O)c3ccco3)cc2C(=O)O)CC(C)O1 (stereo not drawn)
  /	7%	22	709	19%	-8%	-1%	3%	17%	/
29. O=C1CCC(c2ccccc2)(c2ccccc2)CC1
  /	11%	6	772	15%	-3%	14%	-4%	-1%	/
30. CCC(Cc1ccccc1)NC(=O)Cn1ncc2ccsc2c1=O (stereo not drawn)
  0.4%	9%	1	705	-1%	-8%	16%	1%	9%	-7.3%

Profiles, quoted from the list. Values in the order: ER stress rescue	M1AAP inhibition	Hep lipid drop	Hep lipid drop cells 6.5 µM	NOD2 inhibition	LYP inhibition	AID2073	M17LAP inhibition	Siah-1 displacement	XIAP displacement
COc1ccc(NC(=O)C2CCCN(c3cnccn3)C2)c(OC)c1 (stereo not drawn) is entered as /	/	11	778	-6%	-10%	3%	/	-3%	/
Fc1ccc(CSc2ccc3nnc(-c4cccs4)n3n2)cc1 is entered as 4.6%	9%	29	662	5%	-4%	-3%	-3%	-4%	-4.9%

Additional records
Values run as follows: ER stress rescue	M1AAP inhibition	Hep lipid drop	Hep lipid drop cells 6.5 µM	NOD2 inhibition	LYP inhibition	AID2073	M17LAP inhibition	Siah-1 displacement	XIAP displacement
31. O=S(=O)(c1ccccc1)N1N=C(c2ccc(Br)cc2)CC1c1ccco1 (stereo not drawn)
  /	/	8	659	0%	-4%	-2%	/	4%	/
32. CCOP(=O)(c1ccccc1)C1(C#N)CCCC1 (stereo not drawn)
  -1.7%	9%	/	/	5%	-6%	1%	3%	-1%	-1.0%
33. CCN(C(=O)c1c(-c2ccccc2)noc1C)c1ccccc1
  1.6%	4%	-38	712	4%	-2%	4%	-3%	2%	0.6%
34. CC(C)CC(c1nnnn1Cc1ccc2c(c1)OCO2)N1CCC(C(N)=O)CC1 (stereo not drawn)
  0.0%	0%	-18	723	-12%	-5%	-6%	-9%	-6%	-1.3%
35. COc1cc(/C=C2\SC(=S)N(CCC(=O)N3CCCCC3)C2=O)cc(OC)c1OC
  /	/	/	/	-26%	5%	9%	/	2%	/
36. Fc1ccc(-n2cnnn2)c(F)c1
  3.2%	5%	/	/	11%	-5%	2%	9%	2%	-1.7%
37. COC(=O)c1cc(S(=O)(=O)Nc2cccc(S(N)(=O)=O)c2)oc1C
  /	5%	4	797	6%	-9%	4%	11%	-4%	/
38. COc1cccc(CC(=O)N2CCCC(CO)(Cc3ccc(F)cc3F)C2)c1 (stereo not drawn)
  /	/	-12	792	-9%	-1%	-4%	/	0%	/
39. CCN(c1ccc(NC(=O)COC(=O)/C=C/c2cccs2)cc1)C(C)C
  -0.4%	13%	2	653	10%	1%	-16%	12%	-2%	-6.3%
40. CC(C)C(C(=O)NCc1ccco1)N(Cc1ccco1)C(=O)CNS(=O)(=O)c1ccc(F)cc1 (stereo not drawn)
  /	/	-19	838	12%	-15%	32%	/	-4%	/
41. Cc1c([N+](=O)[O-])c([N+](=O)[O-])nn1CC(=O)N1CCCCC1
  -1.6%	9%	-4	613	7%	-10%	0%	-4%	9%	-1.9%
42. Cc1ccc(-n2nnc3c(=O)n(CC(=O)N4CCCC4)cnc32)cc1
  6.5%	2%	/	/	15%	-8%	4%	8%	3%	-4.4%
43. CCNc1nc(NCc2ccccc2)nc(SCC(N)=O)n1
  -0.4%	7%	17	766	-11%	-3%	-2%	-1%	19%	-4.7%
44. O=C(c1ccco1)N1CCC(n2nnc3ccccc32)CC1
  -0.4%	-3%	6	732	-6%	-9%	1%	17%	-5%	-8.3%
45. Cc1ccc(C)c(NS(=O)(=O)c2cc(C(=O)N3CCc4ccccc4C3)ccc2Cl)c1
  -0.9%	5%	/	/	8%	-5%	0%	-10%	-1%	-3.9%
46. COC(=O)c1cc(S(=O)(=O)N2CCOCC2)c(Cl)cc1N1CCOCC1
  -0.5%	1%	1	812	4%	-4%	-7%	6%	-3%	-6.3%
47. O=C(CCc1c[nH]c2ccccc12)NC1CC1
  -2.5%	20%	-3	737	-3%	-1%	-1%	-1%	4%	1.3%
48. C[N+]1(CC(O)COc2ccccc2)CCN(C(=O)c2ccc([N+](=O)[O-])cc2)CC1 (stereo not drawn)
  -2.4%	4%	-18	626	0%	3%	-5%	9%	4%	-2.9%
49. CCOC(=O)C1=C(O)C(=O)N(c2ccc(S(N)(=O)=O)cc2)C1c1ccc(OC)cc1 (stereo not drawn)
  -1.4%	5%	/	/	0%	-4%	-1%	30%	2%	-2.1%
50. CCOc1ccc(NC(=O)NCCN2C(C)CCCC2C)cc1 (stereo not drawn)
  -1.3%	30%	/	/	7%	-6%	-2%	5%	4%	-2.0%
51. Cc1cc(C)cc(NC(=O)CSc2nnc(CNC(=O)c3ccco3)o2)c1
  /	/	4	671	16%	-12%	6%	/	2%	/
52. COc1ccc(-c2nc(SCC(=O)NCc3ccco3)c(-c3ccccc3)[nH]2)cc1OC
  -0.8%	8%	-7	731	-3%	-4%	-5%	0%	0%	-6.2%

Sorted by length of the SMILES (smallest number first): some entries from above
Values run as follows: ER stress rescue	M1AAP inhibition	Hep lipid drop	Hep lipid drop cells 6.5 µM	NOD2 inhibition	LYP inhibition	AID2073	M17LAP inhibition	Siah-1 displacement	XIAP displacement
8. CN1C(=O)N(C)c2cccc3cccc1c23
  /	/	-2	852	6%	-5%	8%	/	10%	/
2. COc1ccc(N2C(=O)CC(Cc3ccccc3)C2=O)cc1 (stereo not drawn)
  0.5%	0%	2	800	3%	0%	3%	-7%	2%	-9.1%
38. COc1cccc(CC(=O)N2CCCC(CO)(Cc3ccc(F)cc3F)C2)c1 (stereo not drawn)
  /	/	-12	792	-9%	-1%	-4%	/	0%	/
